Screening results (PubChem)
KCNQ1 act: potentiators or activators of human KCNQ1 potassium channel; P51787; CHO-K1 KCNQ1, thallium flux FluxOR fluorescence; hits give high values; B-score at 10 µM; 0.35% of 310,000 active;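 active means fluorescence ratio B-score, a plate-corrected score, at least three library SD, with initial intensity B-score within 5 SD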
Target sequence (P51787 whole entry, looked up): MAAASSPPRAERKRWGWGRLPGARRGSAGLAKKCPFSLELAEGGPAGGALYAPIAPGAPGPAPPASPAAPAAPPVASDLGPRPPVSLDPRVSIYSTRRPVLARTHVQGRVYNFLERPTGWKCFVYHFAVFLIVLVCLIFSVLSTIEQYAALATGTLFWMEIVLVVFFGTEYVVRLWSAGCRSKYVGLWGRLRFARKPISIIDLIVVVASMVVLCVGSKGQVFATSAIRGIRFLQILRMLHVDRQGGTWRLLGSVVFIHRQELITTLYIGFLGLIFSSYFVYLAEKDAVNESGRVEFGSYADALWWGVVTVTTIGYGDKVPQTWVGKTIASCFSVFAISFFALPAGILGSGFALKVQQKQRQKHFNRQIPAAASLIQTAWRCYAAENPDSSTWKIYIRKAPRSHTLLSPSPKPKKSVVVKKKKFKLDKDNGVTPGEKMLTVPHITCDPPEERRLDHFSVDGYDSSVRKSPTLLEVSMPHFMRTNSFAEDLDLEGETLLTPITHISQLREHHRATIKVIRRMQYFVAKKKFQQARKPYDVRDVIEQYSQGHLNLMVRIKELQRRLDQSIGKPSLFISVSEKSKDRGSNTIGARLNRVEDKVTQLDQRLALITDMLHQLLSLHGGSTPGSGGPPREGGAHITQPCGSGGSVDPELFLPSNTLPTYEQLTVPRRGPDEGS
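Medium – assay buffer, equal DMSO in all wells · Material – CHO-K1 cell line with stable KCNQ1 potassium channel expression · Signal – kinetic FluxOR thallium fluorescence, 10-s 1-Hz baseline, 110-s post-stimulus read · Compound – single concentration per compound, DMSO matched to controls · Schedule – 37 °C overnight plating, 90-min dark dye load, 20-min compound pretreatment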
RGS4 block: human RGS4 inhibition. B-score at 10 µM. 0.45% of 310,000 active. AID 463165. P49798. HEK293 M3R/RGS4 inducible, Fluo-4 calcium flux; hits give high values; triggered by carbachol at its EC20;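 active means B-score, a plate-corrected calcium signal, over three deviations above library mean, with baseline fluorescence within five deviations of library mean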;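 further: RGS4 expression induced by doxycycline in cells with stable M3 receptor; B-score is computed from the integrated fluorescence ratio over baseline after carbachol; higher B-score means a larger calcium signal and so more RGS4 inhibition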
GSK3A inh: human GSK-3 alpha kinase inhibition; AID 2650; ADP-Glo luminescence, 60 min; inhibition, % at 10 µM; 0.1% of 320,000 active;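 in the data active means inhibition above about 50%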;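 further: GST-tagged GSK-3 alpha with peptide substrate and 25 µM ATP; 0% = DMSO neutral wells and 100% = GW8510 positive control wells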
PolyA inh: blocks polyadenylation in yeast reporter cells; S. cerevisiae SKY197-pL101 polyadenylation reporter, beta-gal luminescence; efflux-impaired pdr1/pdr3 knockout yeast; score 100 = 6 SD above DMSO; calls only at 12 µM; 0.02% of 300,000 active;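 active means lowest replicate activity score at least 50, where 100 means six control SD above control mean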;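 further: yeast exposed to compound for 9 h at 30 °C; higher score means more reporter readthrough which indicates perturbed polyadenylation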
GSK3B inh: inhibitors of human GSK3beta kinase; activity score (negative = inhibition), % at 10 µM; AID 2097; P49841; 0.038% of 300,000 active; GST-GSK3beta kinase, ADP-Glo luminescence, 60 min; hits give low values;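 active means more than half of replicate wells score below -50%, meaning over 50% inhibition versus plate controls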;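 further: 0% = median DMSO wells and -100% = median GW8510 positive control wells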
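Assay system: GST-tagged human GSK3beta kinase, cell-free; Input: 1.6 ng GSK3beta; Medium: Tris/MgCl2 kinase buffer; Timing: 60 min enzyme reaction, room temperature; Signal: ADP-Glo luminescence quantifying ADP generated by kinase; Evaluation: score relative to plate controls; Benchmarks: DMSO neutral wells and GW8510 at 20 µM as positive.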
KCNK3 inh: human KCNK3 channel inhibition, primary screen; CHO-KCNK3 thallium flux, FluxOR fluorescence; hits give low values; O14649; 0.84% of 340,000 active; B-score at 10 µM;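 active means B-score under library mean minus 4 SD, starting fluorescence ratio at most library mean plus 5 SD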;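 further: more negative B-score means stronger inhibition of thallium flux through KCNK3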
Target sequence (O14649 whole entry, looked up): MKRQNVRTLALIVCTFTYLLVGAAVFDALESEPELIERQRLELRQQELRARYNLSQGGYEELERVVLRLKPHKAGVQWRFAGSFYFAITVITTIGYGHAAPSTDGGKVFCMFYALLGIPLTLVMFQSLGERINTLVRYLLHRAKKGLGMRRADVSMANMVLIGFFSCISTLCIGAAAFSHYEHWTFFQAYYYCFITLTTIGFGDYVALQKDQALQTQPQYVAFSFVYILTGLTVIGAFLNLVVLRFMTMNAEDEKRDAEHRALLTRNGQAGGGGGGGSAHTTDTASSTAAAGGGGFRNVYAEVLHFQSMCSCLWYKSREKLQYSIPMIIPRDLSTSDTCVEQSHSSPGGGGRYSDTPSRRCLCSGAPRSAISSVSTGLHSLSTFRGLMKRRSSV
hERG protect: hERG (human) protection from proarrhythmic block; 0.51% of 310,000 active; CHO-hERG, FluxOR thallium flux, dofetilide IC70 present; Q12809; activation (rescue from dofetilide block), less the hit threshold, % at 10 µM; AID 1511;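 active means activation above the mean of controls blocked by dofetilide plus 5 SD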;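 further: thallium influx through hERG after potassium depolarization seen as dye fluorescence rise; in these data hits start at about 4.7%; inactives centre near -7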
RGS4 act: RGS4 potentiation or activation. HEK293 M3R/inducible RGS4, carbachol calcium flux Fluo4; hits give low values. AID 463111. B-score at 10 µM. 0.92% of 310,000 active;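 active means B-score of the integrated calcium signal more than 4 SD below the library mean, with starting fluorescence not abnormally high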;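 further: negative B-score means reduced calcium response which marks RGS4 activation or potentiation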
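test system = HEK293 cells with stable M3R and inducible RGS4 | schedule = recording 10 s baseline at 1 Hz, 100 s post-agonist | technique = Fluo4-AM (2 µM) calcium-flux fluorescence, kinetic read | measure = Agonist-evoked peak-minus-minimum fluorescence over baseline, integrated ratio, B score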
DYRK1A inh: blocks rat Dyrk1A kinase activity; Q63470; ADP-Glo luminescence, NFATc1 peptide; inhibition, % at 12.5 µM; 0.43% of 310,000 active; in the data active means inhibition above about 50%;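 further: plate controls were vehicle with enzyme for no effect and no enzyme for full effect; many of its hits are not listed in these tables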
KCNK9 block: human KCNK9 channel inhibition | Q9NPC2 | HEK293 KCNK9, FluxOR thallium flux fluorescence; hits give low values | B-score at 10 µM | 1.2% of 310,000 active | AID 488922;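 active means ratio B-score over 3 SD below the library mean, with starting fluorescence within 5 SD of its mean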;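 further: negative B-score means less thallium flux so channel inhibition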
KCNQ1 block: inhibitors of human KCNQ1 potassium channel; CHO-K1 KCNQ1, FluxOR thallium flux fluorescence; hits give high values; B-score at 10 µM; 1.3% of 310,000 active;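 active means compounds whose thallium flux B-score, printed positive for inhibition, exceeds three library SD while starting fluorescence stays within three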;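 further: channel opened by potassium depolarization with thallium stimulus after 20 min compound exposure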
* hit, by the source's call. This is a subset; count on the stated rates, not on these rows.

Screening Nc1nccnc1C(=O)OCC(=O)c1ccc[nH]1 returned KCNQ1 act inactive, RGS4 block inactive, GSK3A inh 8, PolyA inh inactive, GSK3B inh -4, KCNK3 inh inactive, hERG protect -4, RGS4 act inactive, DYRK1A inh 11, KCNK9 block inactive and KCNQ1 block inactive.
For CC(C)c1ccc(NC(=O)[C@@H](C)NC(=O)[C@@H]2Cc3ccccc3CN2)cc1 the results were KCNQ1 act inactive, RGS4 block inactive, GSK3A inh -4, PolyA inh inactive, GSK3B inh 17, KCNK3 inh inactive, hERG protect -11, RGS4 act -7.4*, DYRK1A inh -6, KCNK9 block inactive and KCNQ1 block inactive.
COCCNC(=O)C(c1ccc(C)cc1)N(C(=O)CCC(=O)Nc1ccccn1)c1ccc(F)cc1 (configuration not stated) was read as KCNQ1 act inactive, RGS4 block inactive, GSK3A inh 0, PolyA inh inactive, GSK3B inh 3, KCNK3 inh inactive, hERG protect -10, RGS4 act inactive, DYRK1A inh -8, KCNK9 block inactive and KCNQ1 block inactive.
Screening O=C(NC(=S)Nc1ccc(Cl)cn1)c1cc([N+](=O)[O-])ccc1N1CCOCC1 returned KCNQ1 act inactive, RGS4 block inactive, GSK3A inh 2, PolyA inh inactive, GSK3B inh 2, KCNK3 inh inactive, hERG protect -1, RGS4 act inactive, DYRK1A inh -4, KCNK9 block inactive and KCNQ1 block inactive.
COc1cc(C)c(C(=O)Oc2cc(C)c(C(=O)O)c(O)c2C)c(OC)c1C was read as KCNQ1 act inactive, RGS4 block inactive, GSK3A inh 0, PolyA inh inactive, GSK3B inh 3, KCNK3 inh inactive, hERG protect -9, RGS4 act inactive, DYRK1A inh 8, KCNK9 block inactive and KCNQ1 block inactive.
Screening Cc1ccc(C(=O)CSc2nc(C)cc(SCc3nnc(-c4ccccc4)o3)n2)cc1 returned KCNQ1 act inactive, RGS4 block inactive, GSK3A inh -1, PolyA inh inactive, GSK3B inh 0, KCNK3 inh inactive, hERG protect -14, RGS4 act inactive, DYRK1A inh -7, KCNK9 block inactive and KCNQ1 block inactive.
`COc1ccc2[nH]c(=O)c(C3c4cc(OC)c(OC)cc4CCN3C(=O)c3ccco3)cc2c1` (configuration not stated) gave KCNQ1 act inactive, RGS4 block inactive, GSK3A inh -1, PolyA inh inactive, GSK3B inh 2, KCNK3 inh inactive, hERG protect -7, RGS4 act inactive, DYRK1A inh 4, KCNK9 block inactive and KCNQ1 block inactive.
For CC(C)(C#N)N([O-])C=C[N+](=O)C(C)(C)C#N the results were KCNQ1 act inactive, RGS4 block inactive, GSK3A inh -2, PolyA inh inactive, GSK3B inh -11, KCNK3 inh inactive, hERG protect -14, RGS4 act inactive, DYRK1A inh -3, KCNK9 block inactive and KCNQ1 block inactive.
For COc1ccc(P(=O)(COc2ccc([N+](=O)[O-])cc2)c2ccc(OC)cc2)cc1 the results were KCNQ1 act inactive, RGS4 block inactive, GSK3A inh -1, PolyA inh inactive, GSK3B inh -14, KCNK3 inh inactive, hERG protect -13, RGS4 act inactive, DYRK1A inh 0, KCNK9 block inactive and KCNQ1 block inactive.
`CCC(C)(C)NC(=O)Cc1ccc(C)cc1` gave KCNQ1 act inactive, RGS4 block inactive, GSK3A inh -1, PolyA inh inactive, GSK3B inh -9, KCNK3 inh inactive, hERG protect -21, RGS4 act inactive, DYRK1A inh -11, KCNK9 block inactive and KCNQ1 block inactive.
`Cc1sc2nc3ccc(N4CCCC4)nn3c(=O)c2c1C` gave KCNQ1 act inactive, RGS4 block inactive, GSK3A inh 5, PolyA inh inactive, GSK3B inh -2, KCNK3 inh inactive, hERG protect -9, RGS4 act inactive, DYRK1A inh 0, KCNK9 block inactive and KCNQ1 block inactive.
`Cc1cc(C)cc(OCCCn2ccnc2)c1` gave KCNQ1 act inactive, RGS4 block inactive, GSK3A inh -3, PolyA inh inactive, GSK3B inh 1, KCNK3 inh inactive, hERG protect -9, RGS4 act inactive, DYRK1A inh -1, KCNK9 block inactive and KCNQ1 block inactive.
O=C(NC1CCCCC1)c1cc(C2CC2)on1 was read as KCNQ1 act inactive, RGS4 block inactive, GSK3A inh 0, PolyA inh inactive, GSK3B inh 1, KCNK3 inh inactive, hERG protect -6, RGS4 act inactive, DYRK1A inh 1, KCNK9 block inactive and KCNQ1 block inactive.
For CC(=O)Nc1ccc(NC(=O)CSc2nnc(NC(=O)c3ccco3)s2)cc1 the results were KCNQ1 act inactive, RGS4 block inactive, GSK3A inh 0, PolyA inh inactive, GSK3B inh 0, KCNK3 inh inactive, hERG protect -10, RGS4 act inactive, DYRK1A inh -4, KCNK9 block inactive and KCNQ1 block inactive.
Screening COc1cccc(CN2CCN(Cc3nc4c(s3)CCCC4)CC2CCO)c1 (configuration not stated) returned KCNQ1 act inactive, RGS4 block inactive, GSK3A inh 0, PolyA inh inactive, GSK3B inh 2, KCNK3 inh inactive, hERG protect -6, RGS4 act inactive, DYRK1A inh 2, KCNK9 block inactive and KCNQ1 block inactive.
`COc1cccc2sc(Nc3nc(-c4ccncc4)cs3)nc12` gave KCNQ1 act inactive, RGS4 block inactive, GSK3A inh -1, PolyA inh inactive, GSK3B inh 0, KCNK3 inh inactive, hERG protect -27, RGS4 act inactive, DYRK1A inh 9, KCNK9 block inactive and KCNQ1 block inactive.
`Cc1cc(C)c2nc(N3CCCC(C(=O)NC4CCCC4)C3)sc2c1` (configuration not stated) gave KCNQ1 act inactive, RGS4 block inactive, GSK3A inh -2, PolyA inh inactive, GSK3B inh 3, KCNK3 inh inactive, hERG protect -9, RGS4 act inactive, DYRK1A inh -3, KCNK9 block inactive and KCNQ1 block inactive.
`CCO[C@H]1OC(C(=O)O)=C[C@@H](C2CC2)[C@@H]1CCCO` gave KCNQ1 act inactive, RGS4 block inactive, GSK3A inh 0, PolyA inh inactive, GSK3B inh 3, hERG protect -5, RGS4 act inactive, KCNK9 block inactive and KCNQ1 block inactive.
O=C(c1ccc(=O)[nH]c1)N1CCCc2ccccc21 was read as KCNQ1 act inactive, RGS4 block inactive, GSK3A inh -1, PolyA inh inactive, GSK3B inh 1, KCNK3 inh inactive, hERG protect -3, RGS4 act inactive, DYRK1A inh 2, KCNK9 block inactive and KCNQ1 block inactive.
For Nc1cccc(S(=O)(=O)NC2=NCCC2)c1 the results were KCNQ1 act inactive, RGS4 block inactive, GSK3A inh -3, PolyA inh inactive, GSK3B inh -1, KCNK3 inh inactive, hERG protect 1, RGS4 act inactive, DYRK1A inh -1, KCNK9 block inactive and KCNQ1 block inactive.

3 compounds out of the list, ordered by molar mass, descending:
Screening COc1cccc(CN2CCN(Cc3nc4c(s3)CCCC4)CC2CCO)c1 (configuration not stated) returned KCNQ1 act inactive, RGS4 block inactive, GSK3A inh 0, PolyA inh inactive, GSK3B inh 2, KCNK3 inh inactive, hERG protect -6, RGS4 act inactive, DYRK1A inh 2, KCNK9 block inactive and KCNQ1 block inactive.
`Cc1cc(C)c2nc(N3CCCC(C(=O)NC4CCCC4)C3)sc2c1` (configuration not stated) gave KCNQ1 act inactive, RGS4 block inactive, GSK3A inh -2, PolyA inh inactive, GSK3B inh 3, KCNK3 inh inactive, hERG protect -9, RGS4 act inactive, DYRK1A inh -3, KCNK9 block inactive and KCNQ1 block inactive.
`CCO[C@H]1OC(C(=O)O)=C[C@@H](C2CC2)[C@@H]1CCCO` gave KCNQ1 act inactive, RGS4 block inactive, GSK3A inh 0, PolyA inh inactive, GSK3B inh 3, hERG protect -5, RGS4 act inactive, KCNK9 block inactive and KCNQ1 block inactive.

Going on with the list:
For Cc1ccc(NC(=S)NC(NC(=O)C(C)(C)C)C(Cl)(Cl)Cl)c(C)c1 (configuration not stated) the results were KCNQ1 act inactive, RGS4 block inactive, GSK3A inh 2, PolyA inh inactive, GSK3B inh 2, KCNK3 inh inactive, hERG protect -17, RGS4 act inactive, DYRK1A inh -2, KCNK9 block inactive and KCNQ1 block inactive.
For O=C1c2ccsc2SCCN1Cc1ccccc1 the results were KCNQ1 act inactive, RGS4 block inactive, GSK3A inh -2, PolyA inh inactive, GSK3B inh 1, KCNK3 inh inactive, hERG protect -9, RGS4 act inactive, DYRK1A inh -6, KCNK9 block inactive and KCNQ1 block inactive.
Screening COC(=O)c1c(NC(=O)CN2CCC(C)CC2)c2c(C)cccc2n1C returned KCNQ1 act inactive, RGS4 block inactive, PolyA inh inactive, GSK3B inh -3, hERG protect -6, RGS4 act inactive, KCNK9 block inactive and KCNQ1 block inactive.
CCC1CCCCN1C(=O)COC(=O)c1cc(Br)ccc1Cl (configuration not stated) was read as KCNQ1 act inactive, RGS4 block inactive, GSK3A inh -1, PolyA inh inactive, GSK3B inh 0, KCNK3 inh inactive, hERG protect -25, RGS4 act inactive, DYRK1A inh 10, KCNK9 block inactive and KCNQ1 block inactive.
For O=C(O)c1ccc(COc2ccccc2C=C2C(=O)c3ccccc3C2=O)cc1 the results were KCNQ1 act inactive, RGS4 block inactive, GSK3A inh 2, PolyA inh inactive, GSK3B inh -13, KCNK3 inh inactive, hERG protect -7, RGS4 act inactive, DYRK1A inh -3, KCNK9 block inactive and KCNQ1 block inactive.
Screening CCOc1ccc(NC(=O)c2ccccc2NS(C)(=O)=O)cc1 returned KCNQ1 act inactive, RGS4 block inactive, GSK3A inh -2, PolyA inh inactive, GSK3B inh -2, KCNK3 inh inactive, hERG protect -6, RGS4 act inactive, DYRK1A inh 0, KCNK9 block inactive and KCNQ1 block inactive.
`CC1=CCC2C(=O)N(C(C)c3ccccc3)C(=O)C2C1` (configuration not stated) gave KCNQ1 act inactive, RGS4 block inactive, GSK3A inh 0, PolyA inh inactive, GSK3B inh 0, KCNK3 inh inactive, hERG protect -10, RGS4 act inactive, DYRK1A inh 7, KCNK9 block inactive and KCNQ1 block inactive.
For COC(CN(C)C(=O)c1ccc2c(c1)NC(=O)c1ccccc1S2)OC the results were KCNQ1 act inactive, RGS4 block inactive, GSK3A inh 1, PolyA inh inactive, GSK3B inh 4, KCNK3 inh inactive, hERG protect -6, RGS4 act inactive, DYRK1A inh -4, KCNK9 block inactive and KCNQ1 block inactive.
CCc1ccc(NC(=O)CNS(=O)(=O)c2c(C)noc2C)cc1 was read as KCNQ1 act inactive, RGS4 block inactive, GSK3A inh -3, PolyA inh inactive, GSK3B inh -1, KCNK3 inh inactive, hERG protect -12, RGS4 act inactive, DYRK1A inh 0, KCNK9 block inactive and KCNQ1 block inactive.
